Assay outcomes from PubChem BioAssay.
esBAF inh: Bmi1 luciferase reporter increase in mESCs, primary screen, esBAF inhibitor project, mouse ES cells, Bmi1 luciferase knock-in, single point; 24 h; 100% = twice the neutral-well signal; reporter increase, % at 12.5 µM; actives 2% (n = 350,000); in the data active = activation above about 40%;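 also: 0% = median of the plate's neutral control wells and 100% = double that signal; a rise in the Bmi1 reporter signal indicates esBAF inhibition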
PglD inh: C. jejuni PglD acetyltransferase inhibitors, primary screen, biochemical, DTNB colorimetric, single point | AID 602405, 2012 | purified PglD enzyme, DTNB colorimetric CoA detection | UDP-N-acetylbacillosamine N-acetyltransferase PglD (Campylobacter jejuni) | actives 0.098% (n = 360,000) | inhibition, % at 12.5 µM; in the data active = inhibition above about 16%, passing the limit was not always enough; also: strong numbers were not always called active
RAD54 branch: inhibitors of human RAD54 branch migration, primary screen, biochemical, fluorescence, single point; inhibition, % at 10.4 µM; DNA repair and recombination protein RAD54-like (Homo sapiens), Q92698; actives 0.14% (n = 360,000); RAD54 Holliday junction branch migration, FAM/BHQ fluorescence;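 active = mean normalized replicate activity at least 40 and at least half of replicates scoring 40 or more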;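 also: 0% = median of neutral control wells and 100% = median of positive control wells; inhibitors cause a drop in the FAM fluorescence signal; in these data hits start at about 50%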
Target sequence (Q92698 whole entry, looked up): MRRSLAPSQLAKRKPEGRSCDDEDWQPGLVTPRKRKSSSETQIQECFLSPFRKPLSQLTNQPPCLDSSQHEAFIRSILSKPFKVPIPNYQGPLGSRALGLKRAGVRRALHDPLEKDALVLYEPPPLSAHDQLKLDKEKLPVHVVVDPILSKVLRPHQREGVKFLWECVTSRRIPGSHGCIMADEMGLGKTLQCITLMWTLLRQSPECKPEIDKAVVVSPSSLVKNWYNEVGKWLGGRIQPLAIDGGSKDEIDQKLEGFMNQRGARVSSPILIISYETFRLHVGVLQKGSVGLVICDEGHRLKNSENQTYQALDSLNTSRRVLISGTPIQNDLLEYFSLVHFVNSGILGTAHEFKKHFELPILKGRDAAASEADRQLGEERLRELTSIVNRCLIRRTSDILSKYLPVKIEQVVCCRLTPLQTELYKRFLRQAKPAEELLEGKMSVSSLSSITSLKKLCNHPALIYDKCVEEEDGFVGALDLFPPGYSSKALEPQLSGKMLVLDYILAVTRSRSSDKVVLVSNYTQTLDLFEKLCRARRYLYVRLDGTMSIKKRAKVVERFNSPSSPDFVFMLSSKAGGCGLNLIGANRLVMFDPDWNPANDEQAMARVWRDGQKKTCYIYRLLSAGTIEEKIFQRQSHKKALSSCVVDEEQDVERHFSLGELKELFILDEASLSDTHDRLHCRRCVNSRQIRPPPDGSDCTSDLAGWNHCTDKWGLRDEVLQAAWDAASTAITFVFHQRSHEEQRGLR
ARNT-TACC3 inh: disruptors of ARNT/TACC3 protein interaction, primary screen, biochemical, AlphaScreen, single concentration. AlphaScreen His-ARNT PAS-B/GST-TACC3 binding, luminescence; TACC3 fragment carries E629A point mutation. inhibition, % at 9.99 µM. AID 623870, 2012. Transforming acidic coiled-coil-containing protein 3 (Homo sapiens), Q9Y6A5. actives 0.66% (n = 390,000);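 active = mean inhibition of replicates at least 50% and at least half of replicates each reaching 50%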;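 also: 0% = complete ARNT plus TACC3 wells and 100% = ARNT alone without TACC3; many hits fall short of the cut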
ERp5 block: inhibitors of ERp5-driven insulin aggregation, primary screen, biochemical, turbidity, absorbance 650 nm, single point; 90 min; AID 651711, 2012; actives 0.05% (n = 350,000); inhibition, % at 9.99 µM;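 active = mean replicate inhibition above about 25%, with every replicate also reaching it, limit read from the data, passing the limit was not always enough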
Casp6 inh: human caspase-6 inhibitors, primary screen, biochemical, VEID-R110 fluorescence, single point, set 2; inhibition, % at 12.5 µM; AID 686996, 2013; P55212; purified caspase-6, Z-VEID-R110 cleavage fluorescence; actives 0.53% (n = 350,000);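 active = mean inhibition across replicates at least about 35%, with every replicate also reaching that limit, limit read from the data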;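 also: 0% = median of neutral control wells and 100% = no fluorescence left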
Target sequence (P55212 24-179 limits assumed): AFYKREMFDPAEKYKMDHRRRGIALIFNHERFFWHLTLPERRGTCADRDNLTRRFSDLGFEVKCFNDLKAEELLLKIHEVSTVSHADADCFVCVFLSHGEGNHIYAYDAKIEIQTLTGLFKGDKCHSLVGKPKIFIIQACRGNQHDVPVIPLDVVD
Target sequence (P55212 194-293 limits assumed): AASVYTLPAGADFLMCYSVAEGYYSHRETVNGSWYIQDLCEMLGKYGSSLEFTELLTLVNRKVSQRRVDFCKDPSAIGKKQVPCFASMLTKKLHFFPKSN
RAD52 anneal inh: RAD52 DNA annealing inhibitors, primary screen, biochemical, FRET, single point, set 2. inhibition, % at 18.7 µM. actives 0.46% (n = 360,000). recombinant RAD52 DNA annealing, FRET fluorescence;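 active = every replicate showing at least 50% inhibition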
E-selectin induc: E-selectin induction in HUVECs, primary screen, imaging, HUVEC, immunofluorescence imaging, single point; activation, % at 7.58 µM; normalized: neutral wells 0, TNF-alpha wells 100; AID 686992, 2013; P16581; actives 0.37% (n = 260,000);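 active = mean E-selectin-positive cell signal at least 10% of the positive control, reached in at least 60% of replicates, without over 20% cell loss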;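 also: in these data hits start at about 27%; measured in HUVEC primary endothelial cells; signal is the percent of cells scored E-selectin positive by PE staining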
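System: HUVEC, human umbilical vein endothelial cells; quantity: 3,000 cells/well; buffer or medium: EGM-2 medium, gelatin-coated wells; dosing: single-point compound dose; detection: immunofluorescence imaging; evaluation: % PE-positive cells; benchmarks: TNF-alpha, DMSO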
* marks the source's active call; other numbers are inactive results; & = joins results of further samples.

How did CO[C@@H]1CN(C)C(=O)c2ccc(NC(=O)Nc3cc(F)ccc3F)cc2OC[C@H](C)NC[C@@H]1C do in these assays?
esBAF inh: 5; PglD inh: 0; RAD54 branch: 10; ARNT-TACC3 inh: 2; ERp5 block: 1; Casp6 inh: 1; RAD52 anneal inh: -1; E-selectin induc: 0.1

How did Cc1ccc(CNC(=O)Nc2ccc(OC(F)(F)F)cc2)n1C do in these assays?
esBAF inh: 0; PglD inh: -1; RAD54 branch: 3; ARNT-TACC3 inh: -7; ERp5 block: 0; Casp6 inh: -2; RAD52 anneal inh: -25

Results for CO[C@@H]1CN(C)C(=O)c2cc(NC(=O)c3cccc(F)c3)ccc2OC[C@H](C)N(CC2CC2)C[C@@H]1C ?
esBAF inh: 2; PglD inh: 2; RAD54 branch: -2; ARNT-TACC3 inh: -6; ERp5 block: 1; Casp6 inh: -2; RAD52 anneal inh: -1; E-selectin induc: -0.1

How did COc1ccc(Cc2nc3ccc(C(=O)NCCc4ccncc4)cc3o2)cc1OC do in these assays?
esBAF inh: 1; PglD inh: 0; RAD54 branch: -4; ARNT-TACC3 inh: 5; ERp5 block: 5; Casp6 inh: -3; RAD52 anneal inh: -10; E-selectin induc: 0.2

Results for CCCS(=O)(=O)NC(=O)C1(C)CCCN(C(=O)c2cc(F)cc(F)c2)C1 (centres undefined) ?
esBAF inh: 0; PglD inh: 2; RAD54 branch: 1; ERp5 block: 4; Casp6 inh: 1; RAD52 anneal inh: -27; E-selectin induc: -0.2

Results for COCCCNC(=O)c1ccc(NS(C)(=O)=O)cc1 ?
esBAF inh: -1; PglD inh: -2; RAD54 branch: -13; ARNT-TACC3 inh: 25

Results for COc1ccc(OC)c(NC(=O)Cn2nc(C)c3ccccc3c2=O)c1 ?
esBAF inh: 3; PglD inh: -1; RAD54 branch: 2; ARNT-TACC3 inh: -2; ERp5 block: -3; Casp6 inh: 1; RAD52 anneal inh: -8

What do the screens show for `COc1cc(NS(=O)(=O)c2ccc(NC(=S)NC(C)=O)cc2)nc(OC)n1`?
PglD inh: 2; RAD54 branch: -5; ERp5 block: -5; Casp6 inh: -1; RAD52 anneal inh: 5; E-selectin induc: -0.1

What do the screens show for `COc1ccc(-c2c(-c3cc(OC)cc(OC)c3)n(C)c3ccc(-c4ccc(S(N)(=O)=O)cc4)cc23)cc1`?
esBAF inh: -9; PglD inh: -2; RAD54 branch: -9; ARNT-TACC3 inh: -6; ERp5 block: -2; Casp6 inh: -1; RAD52 anneal inh: -7

What do the screens show for `O=C(Nc1ccccc1C(=O)NC(Cc1ccccc1)C(=O)NC1CCCCCC1)c1ccccc1` (centres undefined)?
esBAF inh: 6; PglD inh: -7; RAD54 branch: -1; ARNT-TACC3 inh: -1

What do the screens show for `Cc1ccc(S(=O)(=O)NC2=C(N3CCN(c4ccccc4F)CC3)C(=O)c3ccccc3C2=O)cc1`?
esBAF inh: 37; PglD inh: 8; RAD54 branch: 4; ARNT-TACC3 inh: 14&6; ERp5 block: 2; Casp6 inh: 2; RAD52 anneal inh: -9; E-selectin induc: -0.4

Results for COc1cc2c(cc1OC)CN(C(=O)Cc1c(F)cccc1Cl)CC2 ?
esBAF inh: 0; PglD inh: -4; RAD54 branch: -4; ARNT-TACC3 inh: 13; ERp5 block: 4; Casp6 inh: 1; RAD52 anneal inh: 7; E-selectin induc: 0.0

What do the screens show for `CCOC(=O)N1CCN(C(=O)c2ccc(S(=O)(=O)NCc3ccco3)cc2)CC1`?
esBAF inh: -3; PglD inh: 11; RAD54 branch: -4; ARNT-TACC3 inh: 3; ERp5 block: 1; Casp6 inh: 11; RAD52 anneal inh: -10; E-selectin induc: 1.7

How did COc1ccc2c3c([nH]c2c1)[C@@H](CO)N(Cc1ccccc1OC)CC31CN(S(=O)(=O)c2ccccc2)C1 do in these assays?
ERp5 block: -7; Casp6 inh: -1; RAD52 anneal inh: -14; E-selectin induc: -0.3

Results for Cc1ccc(NC(=O)c2cncc(Br)c2)c([N+](=O)[O-])c1 ?
PglD inh: -1; RAD54 branch: 1; ARNT-TACC3 inh: 1; ERp5 block: 5; Casp6 inh: -2; RAD52 anneal inh: 3; E-selectin induc: 6.7

How did CC(C)[C@H](NC(=O)c1ccc(Cl)c([N+](=O)[O-])c1)C(=O)O do in these assays?
PglD inh: -2; RAD54 branch: -9; ARNT-TACC3 inh: -3; ERp5 block: 1; Casp6 inh: 0; RAD52 anneal inh: 10; E-selectin induc: 0.5

What do the screens show for `COc1ccc(Cl)cc1NC(=O)C(C)N1CCN(c2ccccn2)CC1` (centres undefined)?
esBAF inh: -6; PglD inh: 1; RAD54 branch: -9; ARNT-TACC3 inh: 0; ERp5 block: 1; RAD52 anneal inh: -4; E-selectin induc: 0.2

Results for Cc1ccc2nc3c(c(C(=O)OCC(=O)NC4CCS(=O)(=O)C4)c2c1)CCCC3 (centres undefined) ?
ARNT-TACC3 inh: 3; ERp5 block: 3; Casp6 inh: -1; RAD52 anneal inh: -13

Results for COc1ccc(CCC(=O)Nc2cccc(S(=O)(=O)N3CCCCCC3)c2)cc1OC ?
esBAF inh: 10; PglD inh: 4; RAD54 branch: -6; ARNT-TACC3 inh: -2; ERp5 block: 3; Casp6 inh: 0; RAD52 anneal inh: -4

Results for O=C(COC(=O)c1cc(S(=O)(=O)N2CCOCC2)ccc1O)Nc1cc(S(=O)(=O)N2CCCC2)ccc1Cl ?
PglD inh: 5; RAD54 branch: -22; ARNT-TACC3 inh: -8; ERp5 block: 9; Casp6 inh: 0; RAD52 anneal inh: 13

Results for COc1ccc(C(=O)Nc2ccnn2C2CCN(C(=O)CCC(F)(F)F)CC2)cc1 ?
esBAF inh: 4; PglD inh: 0; RAD54 branch: 3; ARNT-TACC3 inh: 6; ERp5 block: 0; Casp6 inh: -1; RAD52 anneal inh: 3

Results for O=C(CSc1nnc(NC(=O)C2CC2)s1)NCc1ccccc1 ?
esBAF inh: -4; PglD inh: 0; RAD54 branch: 8; ARNT-TACC3 inh: 3; ERp5 block: -3; Casp6 inh: 2; RAD52 anneal inh: -6; E-selectin induc: 0.0

How did CC(=O)Nc1ccc(S(=O)(=O)N2CCN(c3ccc(C(C)=O)cc3)CC2)cc1 do in these assays?
esBAF inh: 0; PglD inh: -8; RAD54 branch: -1; ERp5 block: -4; Casp6 inh: 0; RAD52 anneal inh: -18; E-selectin induc: 0.0

How did O=C(NCc1ccccc1)C1=C[C@H](c2csc3ccccc23)C[C@H](OCCCCO)O1 do in these assays?
esBAF inh: 1; PglD inh: 2&-4; RAD54 branch: -3&-3; ARNT-TACC3 inh: 14&1; ERp5 block: 0&-3; Casp6 inh: -7&-2; RAD52 anneal inh: -33&-17; E-selectin induc: 0.9

Reprinted at random: 2 records from the list, in no set order.
How did CC(C)[C@H](NC(=O)c1ccc(Cl)c([N+](=O)[O-])c1)C(=O)O do in these assays?
PglD inh: -2; RAD54 branch: -9; ARNT-TACC3 inh: -3; ERp5 block: 1; Casp6 inh: 0; RAD52 anneal inh: 10; E-selectin induc: 0.5

Results for Cc1ccc2nc3c(c(C(=O)OCC(=O)NC4CCS(=O)(=O)C4)c2c1)CCCC3 (centres undefined) ?
ARNT-TACC3 inh: 3; ERp5 block: 3; Casp6 inh: -1; RAD52 anneal inh: -13

The main list resumes, starting 4 compounds before the break.
Results for COc1ccc(C(=O)Nc2ccnn2C2CCN(C(=O)CCC(F)(F)F)CC2)cc1 ?
esBAF inh: 4; PglD inh: 0; RAD54 branch: 3; ARNT-TACC3 inh: 6; ERp5 block: 0; Casp6 inh: -1; RAD52 anneal inh: 3

Results for O=C(CSc1nnc(NC(=O)C2CC2)s1)NCc1ccccc1 ?
esBAF inh: -4; PglD inh: 0; RAD54 branch: 8; ARNT-TACC3 inh: 3; ERp5 block: -3; Casp6 inh: 2; RAD52 anneal inh: -6; E-selectin induc: 0.0

How did CC(=O)Nc1ccc(S(=O)(=O)N2CCN(c3ccc(C(C)=O)cc3)CC2)cc1 do in these assays?
esBAF inh: 0; PglD inh: -8; RAD54 branch: -1; ERp5 block: -4; Casp6 inh: 0; RAD52 anneal inh: -18; E-selectin induc: 0.0

How did O=C(NCc1ccccc1)C1=C[C@H](c2csc3ccccc23)C[C@H](OCCCCO)O1 do in these assays?
esBAF inh: 1; PglD inh: 2&-4; RAD54 branch: -3&-3; ARNT-TACC3 inh: 14&1; ERp5 block: 0&-3; Casp6 inh: -7&-2; RAD52 anneal inh: -33&-17; E-selectin induc: 0.9

Results for CCOC(=O)C1CCCN(C(=O)C2COc3ccccc3O2)C1 (centres undefined) ?
esBAF inh: -5; PglD inh: -2; RAD54 branch: -11; ARNT-TACC3 inh: -3; ERp5 block: 0; Casp6 inh: 0; RAD52 anneal inh: 2; E-selectin induc: 1.0

How did COCc1c(C(=O)N(C)Cc2ccccc2N2CCCC2)oc2ccccc12 do in these assays?
esBAF inh: -13; PglD inh: 5; RAD54 branch: -9; ARNT-TACC3 inh: 3; ERp5 block: 3; Casp6 inh: 0; RAD52 anneal inh: -31; E-selectin induc: 1.1

How did CCOC(=O)c1ccc(N=c2scc(C)n2CC)cc1 do in these assays?
esBAF inh: 58*; PglD inh: -1; RAD54 branch: -7; ERp5 block: 0; Casp6 inh: -1; RAD52 anneal inh: -10

Results for Cc1cccc(NC(=O)N2CCN(Cc3ccc4c(c3)OCO4)CC2)c1C ?
ERp5 block: -3; Casp6 inh: -1; RAD52 anneal inh: -14; E-selectin induc: 0.6

What do the screens show for `Cc1ccc(-c2c(NC(=O)c3ccco3)oc3ccccc3c2=O)cc1`?
esBAF inh: -1; PglD inh: 3; RAD54 branch: -7; ARNT-TACC3 inh: 8; ERp5 block: -5; Casp6 inh: 2; RAD52 anneal inh: -8; E-selectin induc: 0.2

What do the screens show for `CC1CN(CC(=O)Nc2ccc(S(N)(=O)=O)cc2)CC(C)O1` (centres undefined)?
esBAF inh: 3; PglD inh: -1; RAD54 branch: 7; ARNT-TACC3 inh: -15; ERp5 block: 3; Casp6 inh: -1; RAD52 anneal inh: -6

What do the screens show for `O=S(=O)(Cc1ccccc1)N1CCCCN2[C@H](CO)[C@H](c3ccc(-c4ccc(F)cc4)cc3)[C@@H]2C1`?
esBAF inh: -3; PglD inh: -2; RAD54 branch: 4; ARNT-TACC3 inh: 6; ERp5 block: 0; Casp6 inh: 1; RAD52 anneal inh: -42; E-selectin induc: -0.8

Results for COc1ccc(Cn2cnc3c(N)c(C)c(C)cc32)cc1 ?
ARNT-TACC3 inh: 4; ERp5 block: -1; Casp6 inh: -1; RAD52 anneal inh: -2

How did O=C(Cc1csc(Nc2nc(=S)[nH]c3ccccc23)n1)NCc1cccc(Cl)c1 do in these assays?
esBAF inh: 7; PglD inh: 1; RAD54 branch: 11; ARNT-TACC3 inh: -4

How did CC1(Cc2ccc(F)cc2)C(=O)Nc2ccc(-c3cccnc3)cc21 (centres undefined) do in these assays?
esBAF inh: 3; PglD inh: 2; RAD54 branch: 4; ERp5 block: -1; Casp6 inh: 0; RAD52 anneal inh: -13; E-selectin induc: 0.8

What do the screens show for `O=C(NCCCNC(=O)c1ccccn1)c1ccc(Br)cc1`?
PglD inh: 1; RAD54 branch: -5; ARNT-TACC3 inh: 0; ERp5 block: 3; Casp6 inh: 2; RAD52 anneal inh: -7; E-selectin induc: -1.8

Results for CCCCN(C(=O)c1cc(S(=O)(=O)N2CCOCC2)ccc1N1CCOCC1)c1ccccc1 ?
esBAF inh: 2; PglD inh: 1; RAD54 branch: 2; ERp5 block: 6; Casp6 inh: -3; RAD52 anneal inh: -9; E-selectin induc: -0.2

An unsorted share of the library; any-hit rate near 3.2%.
